Tb PYK inh – blocks Trypanosoma brucei pyruvate kinase | TbPYK enzyme, Kinase-Glo Plus ATP luminescence, 45 min | Potency, µM (top dose mostly 76.8 µM), for inactives: at the top dose activity, negative = inhibition, actives largely listed as inhibitors | actives 0.12% (n = 410,000) | AID 624173; also: potency is read from the fitted curve at half-maximal effect; % is scaled to controls: 0 for no effect and ±100 for the full control effect; nearly all actives have a fitted effect of over 50% in size
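Luminescent Kinase-Glo Plus end-point after 45 min room-temperature reaction of T. brucei pyruvate kinase started with 130 uM ADP (final). Buffer TEA 50 mM pH 7.2 with KCl, MgCl2, BSA, Tween-20; titration-based qHTS with fitted concentration-effect curves.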
Shiga toxin inh – Shiga toxin inhibition. actives 9.2% (n = 290,000). AID 2315. inhibition, % at 38.7 µM. Vero cells, Shiga toxin protein synthesis inhibition reporter; in the data active = inhibition mostly above about 28%, no sharp cut-off; inactive = mostly below about 43%; also: 0% is about no effect
Pf growth 48h – P. falciparum growth inhibition at 48 hours (one generation) | P. falciparum luciferase growth in erythrocytes, 48 h | Potency, µM (top dose mostly 28.7 µM), for the others: top-dose activity change, negative = inhibition, hits mostly inhibitors | actives 5.9% (n = 310,000) | AID 504832; also: potency is read from the fitted curve at half-maximal effect; % is scaled to controls: 0 for no effect and ±100 for the full control effect
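Cell-based growth assay: transgenic P. falciparum expressing firefly luciferase, cultured in red cells within RPMI 1640 containing 0.5% w/v Albumax, 24 mM bicarbonate and gentamycin. A drop in luciferase activity indicates inhibition.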
AMA1-RON2 inh – inhibitors of Plasmodium falciparum AMA1-RON2 interaction | AlphaScreen AMA1-biotinylated RON2 peptide binding | Potency, µM (highest dose often 58.2 µM), for inactives: at the top dose activity change, negative = inhibition, usual class: inhibitors | actives 0.2% (n = 360,000);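 also: potency is read from the fitted curve at half-maximal effect; 0% = vehicle wells and -100% = peptide control; nearly all actives have a fitted effect of over 45% in size; some results filed as inactive show a strong effect at the top dose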
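AMA1 (3D7) with his tag at 25 nM final met compounds first, then biotinylated RON2 peptide at 25 nM; detection used donor plus acceptor beads, 10 µg/mL apiece, read by AlphaScreen after 30 min at room temperature.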
CHX counter – counter-screen hit for Shiga toxin inhibitors, cycloheximide | cell reporter, cycloheximide protein synthesis inhibition counterscreen | max response, % | actives 12% (n = 300,000); in the data active = max response mostly above about 13%, no sharp cut-off; inactive = mostly below about 14%; also: read at 38.3 µM for the half of the compounds with a filed dose; 0% is about no effect
LmPK inh – inhibitors of Leishmania mexicana pyruvate kinase; Potency, µM (series often up to 57.5 µM), inactives show at the highest dose activity change, negative = inhibition, actives largely listed as inhibitors; purified LmPK, Kinase-Glo ATP luminescence, 1 h; Q27686; actives 0.37% (n = 290,000); also: potency is read from the fitted curve at half-maximal effect; % is scaled to controls: 0 for no effect and ±100 for the full control effect
Target sequence (Q27686 whole entry, looked up): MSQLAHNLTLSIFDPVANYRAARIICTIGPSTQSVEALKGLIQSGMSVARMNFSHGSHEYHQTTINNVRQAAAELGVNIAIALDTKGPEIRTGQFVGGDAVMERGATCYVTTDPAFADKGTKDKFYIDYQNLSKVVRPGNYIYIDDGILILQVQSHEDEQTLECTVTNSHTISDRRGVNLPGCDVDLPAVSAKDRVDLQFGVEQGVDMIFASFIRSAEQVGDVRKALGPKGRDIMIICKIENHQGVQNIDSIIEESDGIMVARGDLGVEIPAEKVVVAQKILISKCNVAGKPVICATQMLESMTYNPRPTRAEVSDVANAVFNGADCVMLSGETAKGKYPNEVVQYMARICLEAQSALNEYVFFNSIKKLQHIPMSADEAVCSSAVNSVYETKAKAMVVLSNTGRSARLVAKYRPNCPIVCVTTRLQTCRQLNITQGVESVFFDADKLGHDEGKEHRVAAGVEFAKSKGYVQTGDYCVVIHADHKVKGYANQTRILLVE
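Purified LmPK (0.1 nM) converted ADP (0.1 mM) to ATP with PEP (0.5 mM) in imidazole buffer pH 7.2 with KCl and MgCl2, 1 h at room temperature. ATP was read by Kinase-Glo luminescence; data normalized to uninhibited and no-enzyme controls.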
Pf growth 96h – P. falciparum growth inhibition at 96 hour, primary screen for plastid delayed-death inhibitors; P. falciparum luciferase reporter growth, 96 h; Potency, µM (top dose mostly 28.7 µM), without a hit: top-dose activity change, negative = inhibition, actives largely listed as inhibitors; actives 6.9% (n = 320,000); also: potency is read from the fitted curve at half-maximal effect; % is scaled to controls: 0 for no effect and ±100 for the full control effect
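96 h incubation, 37 C, 5% CO2, of luciferase-reporter P. falciparum-infected RBCs (2% hematocrit, 0.05% parasitemia final) with test compounds; endpoint luminescence.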
Active calls of the source: *; ? = inconclusive; . = no result given; [ ] = another dose, or the depositor's remark. Unless noted, calls follow the shape of the dose curve; as a rule, active = well fitted curve in the direction sought with a large enough effect; inconclusive = small, poorly fitted or top-dose-only effect, or another doubt; inactive = no such curve, though single readings can be large; an effect the other way counts as inactive or inconclusive.

molecule,Tb PYK inh,Shiga toxin inh,Pf growth 48h,AMA1-RON2 inh,CHX counter,LmPK inh,Pf growth 96h
Cc1cc(NC(=O)CC23CC4CC(C2)CC(CC(=O)Nc2cc(C)on2)(C4)C3)no1,2.2%,9.2,0.0%,14.1%,-1.3,0.6%,.
O=C(/C=C/c1ccc2c(c1)OCO2)NCCSCc1ccc(Cl)cc1Cl,0.7%,9.3,8.2%,-4.2%,-0.6,0.3%,46.9%[activator]
CCc1ccc(NC(=O)C2CCN(S(=O)(=O)c3ccc4c(c3)CC(C)N4C(C)=O)CC2)cc1 (centres undefined),3.4%,14.5,?,-8.6%,6.0,0.8%,?
COc1ccc(C)cc1NS(=O)(=O)c1ccc2c(c1)N(C(C)=O)CCO2,-2.6%,4.2,-2.9%,14.6%,-0.9,2.1%,-21.6%
Cn1cccc1C(=O)OCC(=O)NCc1ccc2c(c1)OCO2,0.0%,.,?,-7.6%,.,.,34.4%
O=C(COC(=O)c1ccco1)Nc1ccc(N2CCOCC2)cc1,0.8%,.,31.1%[activator],-4.7%,.,.,3.6%
O=C(Cc1cccs1)Nc1ccc(-c2nnc(-c3ccco3)o2)cc1,5.9%,48.8*,5.3%,-0.3%,11.6,3.0%,50.7%[activator]
O=C(NCc1cccnc1)c1cn(-c2ccccc2)nc1-c1cccs1,-7.4%,46.8,23.1%,4.8%,2.9,4.7%,11.5%
COc1ccc(CCNC(=O)COc2cc(C)cc3oc(=O)cc(C)c23)cc1OC,4.5%,-12.7,?,3.8%,-1.1,5.0%,?
O=C(O)c1cccc(N2C(=O)c3cc([N+](=O)[O-])cc4cc([N+](=O)[O-])cc(c34)C2=O)c1,-8.5%,-5.6,?,0.4%,-4.1,-4.3%,-8.5%
O=C(NCCN1CCN(Cc2ccccc2)CC1)C1CC(=O)N(C2CCCC2)C1 (centres undefined),3.1%,-18.9,38.2%[activator],1.1%,2.5,2.5%,.
CCn1c(SCC(N)=O)nc2sc3c(c2c1=O)CCN(C)C3,-19.5%,-13.1,1.31µM*,7.5%,-2.0,1.7%,?
COc1ccc(C(=O)Nc2ccc(N3CCN(Cc4ccccc4)CC3)cc2)cc1,-2.3%,-24.7,-6.5%,-9.7%,-0.9,-2.8%,-0.2%
O=C(/C=C/c1cccc(Cl)c1)Nc1ccncc1,7.5%,53.0*,-7.8%,6.5%,37.8*,0.2%,13.7%
COc1ccc(NC(=O)c2c(F)c(F)c(F)c(F)c2F)cc1Cl,-1.3%,23.7,-6.8%,7.7%,6.3,5.2%,.
COc1cccc(OCC(=O)Nc2ccccc2C(N)=O)c1,1.3%,75.1*,114.3%[activator],2.7%,34.1*,-0.1%,?
O=c1c2ccccc2nc(CSc2ncnc3nc[nH]c23)n1-c1ccccc1,-25.3%,-1.3,10.3%,32.6%[activator],-3.0,0.8%,.
COc1ccccc1CNc1nc(C)c(C(C)=O)s1,-5.6%,61.3*,3.8%,-7.4%,43.4*,-6.2%,2.6%
CCOC(=O)C(C(=O)OCC)C(C)(C)/C(C)=N\Nc1ccc([N+](=O)[O-])cc1[N+](=O)[O-],2.0%,-3.6,?,?,3.9,1.1%,?
Cc1cc(N2CCN(c3ccc(F)cc3)CC2)nc2cc(O)ccc12,4.7%,-2.3,.,?,-7.7,10.9%,7.38µM*
CCOc1ccc(S(=O)(=O)N(CC(=O)O)c2ccccc2)cc1,2.5%,11.1,22.7%,14.7%,-3.0,-0.6%,49.4%[activator]
O=C(NC1CCCCC1)C1CCCN(S(=O)(=O)c2cccc3cccnc23)C1 (centres undefined),-2.3%,-7.2,?,-4.7%,-1.7,-1.6%,?
N#Cc1ccc(N2CCCC2C(=O)O)c([N+](=O)[O-])c1 (centres undefined),-2.4%,-15.2,7.1%,1.4%,1.6,0.9%,94.0%[activator]
CCCC(=O)c1cc(F)c(N2CCN(C(=O)OCC)CC2)cc1C,3.6%,-3.8,?,6.3%,-1.7,8.9%,54.4%[activator]
O=C1/C(=C/c2ccccc2Cl)N2CCC1CC2,-5.1%,23.7,0.0%,-0.7%,-0.8,-2.5%,-12.7%
CC(=O)NC1CC2CCCC(C1)N2CC(=O)Nc1ccccc1 (centres undefined),-2.5%,10.3,6.7%,4.2%,3.6,6.2%,?
CCCn1c(C2CCCN2c2nc(-c3ccc(C)cc3)cs2)nc2ccccc21 (centres undefined),-4.5%,4.8,?,48.5%[activator],8.3,-2.7%,?
COc1cc(-c2nc(-c3ccc(NC(=O)c4ccc5c(c4)OCO5)cc3)no2)cc(OC)c1OC,0.2%,68.0*,50.5%[activator],-14.0%,39.8*,-20.0%,.
CC1=CS/C(=C(/C#N)C(=O)NCc2ccco2)N1c1ccccc1,1.6%,-13.4,.,6.6%,-6.0,7.8%,-17.4%
Cc1cccc(N2CCN(C(=O)c3cn4ccccc4n3)CC2C)c1 (centres undefined),-2.2%,-4.4,-4.1%,-3.6%,8.3,15.1%,-15.6%
C#CCNC(=O)/C=C/c1ccc(C)cc1,-1.8%,45.8,158.5%[activator],4.6%,36.1*,-23.5%,123.9%[activator]
Cc1ccc(C2CN(CCC(N)=O)C(=O)CO2)cc1 (centres undefined),0.0%,.,17.0%,-8.1%,.,.,79.0%[activator]
Cc1ccc(C(=O)N2CCN(C(=O)c3ccc(C)cc3)C2)cc1,0.3%,-3.5,-8.3%[5.75 µM],-7.9%,-1.2,2.4%,-13.4%
COc1cccc(N/C(SCc2ccccc2C)=C(/C#N)C(=O)NCc2cccs2)c1,7.0%,10.0,?,0.2%,0.8,2.1%,2.08µM*
CCOC(=O)Cn1c(C)c(Br)c(COC)c(C#N)c1=O,-1.1%,12.2,3.6%,12.0%,-2.4,-2.0%,25.3%
C=C[C@@](C)(O)CC[C@@H]1[C@@]2(C)CCCC(C)(C)[C@@H]2CC[C@@]1(C)O,-5.7%,19.1,?,-5.9%,-2.0,5.0%,?
CCCn1c(SC(C)C(=O)N2CCOCC2)nc2ccc(Br)cc2c1=O (centres undefined),-3.2%,.,-43.5%,-15.8%,.,.,?
CC(C)[C@H](NC(=O)c1ccc(Br)cc1)C(=O)NC1CCCCC1,4.7%,.,?,-6.7%,.,.,-7.6%
Cc1ccc(Cl)cc1NC(=O)COC(=O)CC(C)(C)C,-4.6%,-4.0,?,18.6%,-0.3,2.4%,?
O=C(Cn1cc([N+](=O)[O-])cn1)N1CCCc2ccccc21,3.0%,52.6*,10.4%,2.4%,28.3,-2.6%,.

In another format: results already given.
Values in the order: Tb PYK inh | Shiga toxin inh | Pf growth 48h | AMA1-RON2 inh | CHX counter | LmPK inh | Pf growth 96h
CC(=O)NC1CC2CCCC(C1)N2CC(=O)Nc1ccccc1 (centres undefined)
 : -2.5% | 10.3 | 6.7% | 4.2% | 3.6 | 6.2% | ?
CCCn1c(C2CCCN2c2nc(-c3ccc(C)cc3)cs2)nc2ccccc21 (centres undefined)
 : -4.5% | 4.8 | ? | 48.5%[activator] | 8.3 | -2.7% | ?

(list continues)
molecule,Tb PYK inh,Shiga toxin inh,Pf growth 48h,AMA1-RON2 inh,CHX counter,LmPK inh,Pf growth 96h
N#Cc1c(NC(=O)c2ccc(Br)o2)n(-c2ccccc2)c2nc3ccccc3nc12,-3.1%,5.4,17.2%,0.9%,-0.8,12.1%,11.3%
Cc1noc(C)c1COc1cccc(C(=O)Nc2ccc(OCc3ccccc3)cc2)c1,-1.9%,27.4,-2.6%,45.4%[activator],11.8*,-14.3%,-20.5%
COc1ccc(CSc2nnc(CNS(C)(=O)=O)o2)cc1,-16.2%,-9.6,-4.5%,3.0%,-4.2,11.3%,.
CCCOc1ccc(N2C(=O)CC(N(CCc3ccc(S(N)(=O)=O)cc3)C(C)=O)C2=O)cc1 (centres undefined),-2.6%,-11.9,-5.5%,-0.7%,-5.2,-0.4%,?
CCN(CC)CCNC(=O)C(=O)Nc1cc2c3c(c1)CCN3C(=O)CC2,-1.2%,-7.1,13.9%,-13.3%,2.7,-0.3%,?
CCOC(=O)c1cnc(N)nc1C(F)(F)F,3.5%,-12.7,37.8%[activator],29.7%,-0.8,10.9%,-1.0%
CCN1CCN(S(=O)(=O)CC2(C)C3CCC2(C)C(=O)C3Br)CC1 (centres undefined),2.1%,-12.2,11.0%,4.1%,-1.0,4.3%,-14.7%
Cc1cccc(NC(=O)CSc2nnc(-c3ccncc3)n2C)c1,-3.9%,14.2,-9.9%,-1.3%,-0.6,-1.9%,3.4%
CCCCC1=NN(C(=O)c2ccco2)C(O)(C(F)(F)F)C1 (centres undefined),-3.7%,13.6,51.4%[activator],32.5%[activator],9.2,1.9%,-9.4%
NNC(=O)COc1cccc2cccnc12,0.5%,-9.3,-10.4%,20.7%,-2.5,1.3%,-3.5%
COc1ccc(CNC(=O)CCC(=O)Nc2ccc(Cl)cc2)cc1,-1.1%,-8.5,8.3%,1.2%,0.9,1.7%,-4.9%
COc1ccc(OC)c(C(=O)NC(CC(N)=O)c2ccc(NCCN3CCCC3)c([N+](=O)[O-])c2)c1 (centres undefined),-12.6%,-1.2,-16.8%,0.0%,-2.1,-1.5%,?
Cc1cccc[n+]1C1C(c2ccccc2)C(C#N)=C(C(=C=[N-])C#N)NC1(O)C1CC1 (centres undefined),-7.4%,-10.2,?,-2.2%,1.4,-1.2%,?
O=C(c1ccco1)N1CCN(Cc2ccc(F)cc2Cl)CC1,1.7%,.,?,-6.2%,49.9*,0.2%,0.0%
CN1CC(C(=O)c2ccccc2)C(c2ccccc2)C1 (centres undefined),-3.5%,26.0,-7.5%,-7.1%,-0.9,2.2%,12.0%
Cc1ccc(S(=O)(=O)Nc2nc3ccccc3nc2NCc2ccco2)cc1,-5.2%,73.9*,117.6%[activator],94.7%[activator],59.2*,3.0%,.
CCN(C(=O)COC(=O)c1ccc2ccccc2n1)c1c(N)n(Cc2ccccc2)c(=O)[nH]c1=O,0.8%,.,34.1%[activator],-5.9%,.,.,6.9%
COc1ccc(S(=O)(=O)N(CCc2ccccc2)CC(=O)O)cc1OC,0.7%,-1.8,13.8%,0.4%,-5.4,-0.3%,.
COC(=O)CSc1nnc(-c2ccccc2O)n1-c1ccc(C)cc1,-0.6%,12.8,3.7%,9.9%,2.0,9.9%,-9.1%
CCOc1ccc(/C=C2\SC(=S)N(CCC(=O)N(CCO)c3ccccc3)C2=O)cc1,-3.3%,24.2,?,-25.4%,1.6,1.0%,?

Molecules above that contain a CF3 group, in the order listed:
molecule,Tb PYK inh,Shiga toxin inh,Pf growth 48h,AMA1-RON2 inh,CHX counter,LmPK inh,Pf growth 96h
CCOC(=O)c1cnc(N)nc1C(F)(F)F,3.5%,-12.7,37.8%[activator],29.7%,-0.8,10.9%,-1.0%
CCCCC1=NN(C(=O)c2ccco2)C(O)(C(F)(F)F)C1 (centres undefined),-3.7%,13.6,51.4%[activator],32.5%[activator],9.2,1.9%,-9.4%

Compound activity: PubChem, National Center for Advancing Translational Sciences (NCATS)
